Assay outcomes (PubChem BioAssay)
EPAC1 agonist: activates human EPAC1 exchange factor; O95398; EPAC1 agonist qHTS, biochemical assay; response scale: 100% = response to 6.5 mM cAMP; Potency, µM (top dose mostly 154 µM), for inactives: top-dose activation, usual class: activators; 360,000 compounds, 0.073% hits; AID 720707; also: potency is read from the fitted curve at half-maximal effect; nearly all actives have a fitted effect of over 60% in size
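Fluorescent GDP-exchange assay: 100 nM EPAC1 with 250 nM Rap1B preloaded with BODIPY-GDP and 50 uM GDP; compounds tested as concentration series, 5 min at room temperature, then read every 5 min for 30 min (ex 480/em 540 nm); normalized to 6.5 mM cAMP.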
WRN inhibitor: WRN helicase (human) inhibition | Q14191 | WRN helicase unwinding, fluorescent forked duplex, kinetic | Potency, µM (titrated, usually from 114 µM), for the others: at the highest dose activity change, negative = inhibition, most hits filed as inhibitors | 360,000 compounds, 0.46% hits | AID 651768; also: potency is read from the fitted curve at half-maximal effect; % is scaled to controls: 0 for no effect and ±100 for the full control effect; nearly all actives have a fitted effect of over 55% in size
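WRN at 20 nM final was preincubated with compound for 15 min at room temperature; reaction started with 100 nM forked duplex oligonucleotide carrying fluorophore and quencher plus 2 mM ATP (final). Unwinding followed kinetically by red fluorescence (ex 525/em 598 nm).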
EPAC2 antagonist: blocks human EPAC2 exchange factor; Q8WZA2; EPAC2 GEF exchange of Rap1B-BODIPY-GDP, fluorescence; Potency, µM (doses to about 114 µM), for inactives: top-dose activity, negative = inhibition, most hits filed as inhibitors; 360,000 compounds, 0.18% hits; AID 720708; also: potency is read from the fitted curve at half-maximal effect; % is scaled to controls: 0 for no effect and ±100 for the full control effect; nearly all actives have a fitted effect of over 45% in size; many of its hits are not listed in these tables
EPAC1 antagonist: antagonists of human EPAC1; O95398; EPAC1 GEF assay, Rap1b-BODIPY-GDP exchange fluorescence; 360,000 compounds, 0.14% hits; AID 720709; Potency, µM (series often up to 115 µM), inactives show top-dose activity change, negative = inhibition, actives largely listed as inhibitors;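 also: potency is read from the fitted curve at half-maximal effect; plate controls were vehicle for no effect and positive control for full effect; nearly all actives have a fitted effect of over 50% in size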
CCT modulator: modulators of cytosolic chaperonin (CCT/TRiC) activity | 360,000 compounds, 0.3% hits | activity change, % (test concentration not listed), hits read low | AID 651819 | purified chaperonin ATPase assay, HTRF ADP detection, 30 min; in the data active = activity change below about -30%; also: % is scaled to controls: 0 for no effect and ±100 for the full control effect
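We incubate TRiC, 40 or 20 nM final, with library compounds at 76 uM and 10 uM ATP for 30 min at 37 °C. ADP formed is detected with Transcreener HTRF reagents after 30 min at room temperature.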
PLK1 PBD block: blocks phosphopeptide binding to human PLK1 polo-box domain; P53350; Plk1 PBD binding of FITC phosphopeptide, fluorescence polarization; Potency, µM, for the others: max response, negative = inhibition, hits mostly inhibitors; 360,000 compounds, 2.8% hits; AID 720504; also: potency is read from the fitted curve at half-maximal effect; series mostly up to about 57 µM; % is scaled to controls: 0 for no effect and ±100 for the full control effect; nearly all actives have a fitted effect of over 65% in size
Target sequence (P53350 whole entry, looked up, the tested form may be a part): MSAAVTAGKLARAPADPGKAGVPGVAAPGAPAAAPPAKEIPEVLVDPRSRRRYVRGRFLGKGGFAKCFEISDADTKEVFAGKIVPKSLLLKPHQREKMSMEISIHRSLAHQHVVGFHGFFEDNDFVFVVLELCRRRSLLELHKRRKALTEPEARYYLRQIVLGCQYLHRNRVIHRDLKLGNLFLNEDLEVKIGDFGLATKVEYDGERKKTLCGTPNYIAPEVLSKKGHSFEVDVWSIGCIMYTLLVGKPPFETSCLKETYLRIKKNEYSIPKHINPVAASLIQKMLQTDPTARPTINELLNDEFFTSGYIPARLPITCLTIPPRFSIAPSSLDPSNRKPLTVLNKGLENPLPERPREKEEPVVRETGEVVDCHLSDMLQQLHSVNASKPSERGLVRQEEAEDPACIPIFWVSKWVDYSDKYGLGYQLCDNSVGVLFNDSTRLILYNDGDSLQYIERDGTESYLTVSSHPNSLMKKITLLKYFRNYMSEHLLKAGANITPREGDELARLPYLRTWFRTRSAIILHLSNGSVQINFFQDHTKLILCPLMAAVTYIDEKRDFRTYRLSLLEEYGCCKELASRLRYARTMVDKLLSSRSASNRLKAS
MmCpn inh: blocks the Methanococcus maripaludis chaperonin Mm-Cpn | purified Mm-Cpn ATPase, ADP Transcreener TR-FRET | 330,000 compounds, 0.031% hits | Potency, µM (highest dose often 76.9 µM), for inactives: at the highest dose activity, negative = inhibition, hits mostly inhibitors | AID 504842; also: potency is read from the fitted curve at half-maximal effect; % is scaled to controls: 0 for no effect and ±100 for the full control effect; nearly all actives have a fitted effect of over 80% in size
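Purified archaeal Mm-CPN (25nM final) preincubated 10 min at 37degC with compound, then 10uM ATP for 30 min at 37degC; ADP measured by HTRF Transcreener TR-FRET; buffer 30 mM TRIS pH 7.4, 100mM KCl, 5mM MgCl2, 1mM DTT.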
PI5P4Ka inh: blocks human PI5P4K alpha kinase activity; P48426; PI5P4Kalpha enzyme, ADP-Glo luminescence, 60 min; stronger effect = lower value; max response, %; 330,000 compounds, 1.2% hits; AID 652105; active = max response of -50% or lower; inconclusive = between -30% and -50%; inactive = -30% or higher; also: value at the top dose of about 77 µM; % is scaled to controls: 0 for no effect and ±100 for the full control effect
Target sequence (P48426 whole entry, looked up): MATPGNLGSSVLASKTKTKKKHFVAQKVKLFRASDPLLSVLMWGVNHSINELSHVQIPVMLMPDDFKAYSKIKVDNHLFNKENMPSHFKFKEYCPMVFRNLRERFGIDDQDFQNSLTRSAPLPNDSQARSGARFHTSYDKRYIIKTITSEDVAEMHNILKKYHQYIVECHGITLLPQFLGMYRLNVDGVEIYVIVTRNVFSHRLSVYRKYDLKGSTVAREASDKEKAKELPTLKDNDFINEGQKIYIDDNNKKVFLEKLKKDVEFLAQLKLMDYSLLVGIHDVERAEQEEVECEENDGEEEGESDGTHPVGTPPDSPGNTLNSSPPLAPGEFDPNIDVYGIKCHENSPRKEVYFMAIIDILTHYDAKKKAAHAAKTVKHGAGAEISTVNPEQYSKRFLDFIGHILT
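Reactions run in 0.038 M HEPES pH 7.4, 0.28 mM EGTA, 0.1% CHAPS and 5% DMSO, with PI5P4Kalpha, substrate, compound and 5 microM ATP final, one hour at room temperature. Readout is ADP-Glo luminescence.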
Starred values were filed as active, the others as inactive; ? = inconclusive; nt = not tested or not shown; [ ] = remark or other dose. Unless noted, calls follow the shape of the dose curve; as a rule, active = well fitted curve in the direction sought with a large enough effect; inconclusive = small, poorly fitted or top-dose-only effect, or another doubt; inactive = no such curve, though single readings can be large; an effect the other way counts as inactive or inconclusive. Not all compounds are listed; the hit share may differ from the screen's.

SMILES	EPAC1 agonist	WRN inhibitor	EPAC2 antagonist	EPAC1 antagonist	CCT modulator	PLK1 PBD block	MmCpn inh	PI5P4Ka inh
CCN1CCN(S(=O)(=O)c2ccc3[nH]c(=O)oc3c2)CC1	-8%	-4%	7%	7%	-4.0	2%	1%	2
Cc1cc(NC(=O)CSc2ncnc3sc(C)c(C)c23)no1	2%	-19%	1%	4%	-9.1	-4%	1%	1
C[C@H](CO)N1C[C@H](C)[C@@H](CN(C)Cc2ccncc2)Oc2c(NC(=O)C3CCCCC3)cccc2C1=O	-3%	-2%	-11%	-5%	-0.5	-14%	-7%	-1
COc1ccc(C(C)(O)c2nc(-c3cccc(F)c3)cs2)cc1 (centres undefined)	-11%	-11%	?	-8%	0.1	-11%	nt	25
CCCn1c(-c2ccc(C(=O)OC)cc2)nc2c1c(=O)[nH]c(=O)n2Cc1ccccc1	9%	11%	-1%	8%	-1.3	-2%	3%	-1
CCCCNC(=O)C1CCN(Cc2ccc(OCc3ccccc3)c(OC)c2)CC1	-1%	0%	-3%	?	-0.4	-5%	2%	1
Cc1ccc(NC(=O)COc2ccc(Br)cc2C)cc1	6%	-5%	-5%	7%	-4.2	-9%	-2%	9
Cc1cc(=O)n(C)c(=O)n1CCCCOc1ccc([N+](=O)[O-])cc1	4%	9%[57.1 µM]	2%	-17%	0.5	-10%	-3%	-5
CN(C)C(=O)C[n+]1ccc(/C=N/O)cc1	7%	-4%	0%	-25%	2.6	-6%	1%	3
COc1ccccc1NC(=O)c1cc(=O)[nH]c2ccccc12	-1%	-18%	-2%	-6%	0.1	?	-1%	-28
CCc1ccc(NC(=O)c2cnn(-c3ccccc3)c2C)cc1	2%	4%	6%	-20%	0.6	-23%	0%	-5
C=CCNc1nc(C(=O)OC(C)C(=O)c2ccc(C)cc2)cs1 (centres undefined)	1%	6%	-21%	-13%	-3.7	-9%	-2%	1
CC(C)NC(=O)Cn1nnc(-c2cccc(NC(=O)c3ccccc3F)c2)n1	-1%	-2%	-1%	-8%	-2.4	?	-2%	7
C=CC[C@@H](CC(=O)N[C@H](CO)Cc1ccccc1)C(=O)N[C@H](C)COC(=O)[C@@H](CC=C)CC(=O)OC(C)(C)C	-12%	8%	9%	-14%	-2.2	-1%	0%	1
CCCCOc1cccc(NC(=O)CSc2nncn2C)c1	8%	-23%[57.1 µM]	4%	17%	-3.0	1%	2%	-5
COc1ccc(/C=C(\C#N)C(=O)NCc2cccnc2)cc1OC	0%	6%	4%	7%	-0.2	-9%	0%	0
COc1cccc(-c2cc(C(F)(F)F)nc(-n3cc(C)cn3)n2)c1	2%	-5%	-15%	-6%	-1.2	?	-6%	-2
COc1ccc2[nH]cc(CCNC(=O)c3ccc([N+](=O)[O-])cc3)c2c1	3%	20%	-11%	-25%	-1.5	-4%	2%	1
O=C(c1ccco1)N1CCN(Cc2ccc(F)cc2Cl)CC1	5%	-32%	-1%	-22%	-1.9	-9%	-1%	0
O=C(COc1ccccc1)Nc1ccc(N2CCCCC2)cc1	6%	4%	-15%	-2%	0.7	1%	0%	0
CC1CCCN(CCCNC(=O)c2nn(C)c3c2CSc2ccccc2-3)C1 (centres undefined)	-7%	0%	-6%	-3%	-1.4	?	1%	-10
Cc1nnc(NC(=O)CSc2nnc(CCc3nc4ccccc4[nH]3)n2C)s1	15%	-5%	-1%	-12%	0.2	-16%	1%	1
Cc1ccc(S(=O)(=O)Nc2cc(C)on2)cc1	8%	-7%	8%	-15%	-25	-6%	0%	9
c1ccc2c(c1)Nc1cc3ccccc3cc1S2	-3%	5%	-2%	-9%	-1.0	-15%	-3%	-6
O=C(CCCC(=O)c1ccc(F)cc1)c1ccc(F)cc1	4%	-5%	-7%	-12%	-0.4	2%	2%	6
CCCCc1ncc(CN2CCC(n3nccc3NC(=O)c3ccccc3Cl)CC2)[nH]1	11%	-12%	-2%	-4%	-3.5	-14%	4%	9
CCc1ccc(CNC(=O)c2ccc(NC(=O)C3=CSCCO3)cc2)cc1	-3%	-1%	2%	8%	-0.6	-1%	0%	0
COc1cccc(SCc2noc(C(=O)NCC3CC3)c2C(=O)NCC2CC2)c1	8%	-4%	-4%	4%	-1.5	3%	nt	4
CCOC(=O)c1c(C)[nH]c(N=Nc2ccccc2C)c1C	?	-14%	-23%	-15%	-3.0	-7%	-3%	nt
CNCCOc1nc(N2CCOCC2)nc(C)c1[N+](=O)[O-]	8%	-9%	2%	-2%	-2.1	-3%	3%	1

For reference, part of the list above.
SMILES	EPAC1 agonist	WRN inhibitor	EPAC2 antagonist	EPAC1 antagonist	CCT modulator	PLK1 PBD block	MmCpn inh	PI5P4Ka inh
O=C(c1ccco1)N1CCN(Cc2ccc(F)cc2Cl)CC1	5%	-32%	-1%	-22%	-1.9	-9%	-1%	0
O=C(COc1ccccc1)Nc1ccc(N2CCCCC2)cc1	6%	4%	-15%	-2%	0.7	1%	0%	0
CC1CCCN(CCCNC(=O)c2nn(C)c3c2CSc2ccccc2-3)C1 (centres undefined)	-7%	0%	-6%	-3%	-1.4	?	1%	-10
Cc1nnc(NC(=O)CSc2nnc(CCc3nc4ccccc4[nH]3)n2C)s1	15%	-5%	-1%	-12%	0.2	-16%	1%	1
Cc1ccc(S(=O)(=O)Nc2cc(C)on2)cc1	8%	-7%	8%	-15%	-25	-6%	0%	9
c1ccc2c(c1)Nc1cc3ccccc3cc1S2	-3%	5%	-2%	-9%	-1.0	-15%	-3%	-6
O=C(CCCC(=O)c1ccc(F)cc1)c1ccc(F)cc1	4%	-5%	-7%	-12%	-0.4	2%	2%	6
CCCCc1ncc(CN2CCC(n3nccc3NC(=O)c3ccccc3Cl)CC2)[nH]1	11%	-12%	-2%	-4%	-3.5	-14%	4%	9
CCc1ccc(CNC(=O)c2ccc(NC(=O)C3=CSCCO3)cc2)cc1	-3%	-1%	2%	8%	-0.6	-1%	0%	0

(cont.)
SMILES	EPAC1 agonist	WRN inhibitor	EPAC2 antagonist	EPAC1 antagonist	CCT modulator	PLK1 PBD block	MmCpn inh	PI5P4Ka inh
C[C@H]1C=C(C(=O)N2CCOCC2)O[C@@H](OCc2ccc(CO)cc2)C1	4%	-2%	19%	-8%	-0.5	-10%	nt	-2
COc1ccc(OC)c(S(=O)(=O)N2CCN(Cc3ccccc3)CC2)c1	-8%	6%	-13%	-19%	-0.2	1%	-2%	4
CCOC(=O)c1ccc(N/C=C\C(=O)c2cccc(OC)c2)cc1	-11%	-12%	-18%	-17%	-0.1	-11%	1%	3
CSc1ccccc1C(=O)Nc1cccc(C(C)=O)c1	3%	-7%	-3%	1%	-1.3	24µM*	-1%	nt
O=C1Nc2ccccc2/C1=N/c1sc2c(c1C(=O)NCCc1ccccc1)CCCC2	8%	1%	-7%	1%	-1.1	-17%	-3%	1
COc1ccccc1C(CC(=O)N1CCCC1)c1ccc2c(c1)OCO2 (centres undefined)	-4%	2%	?	11%	0.3	-11%	-2%	9
O=C(CSc1ncccc1-c1nc2ccccc2[nH]1)NC1CC1	6%	-3%	0%	13%	-4.3	-10%	-2%	nt
c1cnc2ccc(C(c3nnnn3C3CCCC3)N3CCN(c4nc5ccccc5s4)CC3)cc2c1 (centres undefined)	21%	-23%	-4%	-16%	-0.2	-9%	-11%	4
CN/C(=C\[N+](=O)[O-])NCCSCc1csc(CN(C)C)n1	4%	-9%	-11%	-5%	1.0	5%	nt	-1
Cc1ccc(C(=O)NN=C2CCCCCC2)s1	6%	-8%	14%	-4%	1.2	-5%	1%	1
COC(=O)Cc1ccc(NC(=S)N2CCN(CCO)CC2)cc1	9%	-1%	-2%	-6%	-1.6	-3%	nt	2
COc1ccc(CCC(=O)OCC(=O)Nc2ccccc2)cc1	10%	5%	1%	4%	-0.9	-5%	0%	2
Cc1ccc(CCNC(=O)CN(c2cc(C)cc(C)c2)S(=O)(=O)c2c(C)noc2C)cc1	-2%	0%	0%	-24%	0.4	1%	2%	-1
CC(=O)Nc1ccc(S(=O)(=O)N2CCCN(S(=O)(=O)c3ccc(C)cc3)CC2)cc1	-1%	-1%	11%	13%	0.7	-1%	2%	nt
Cn1cccc1C(=O)NC(=O)CSc1cccc[n+]1[O-]	4%	-6%	8%	11%	-2.9	-9%	0%	-14
COc1ccc(S(=O)(=O)NCc2cccs2)cc1	-1%	-8%	6%	5%	-2.3	-3%	0%	nt
CCCc1nnc(SCC(=O)Nc2cc(C)on2)n1CCOC	6%	?	5%	1%	-0.5	-11%	4%	3
CC(C)(C)NC(=O)CSC(=Nc1cccc(F)c1)NC#N	-11%	2%	1%	4%	-1.4	1%	1%	4
O=C(C[n+]1cc(-c2ccc(Cl)c(Cl)c2)n2c1CCC2)N1c2ccccc2Sc2ccccc21	-12%	54%[activator]	5%	-14%	-0.2	1%	1%	13
Cc1cc2nc(N3CCN(C(=O)c4ccco4)CC3)sc2cc1C	-2%	-11%	-4%	6%	-1.6	9%	3%	-1
Cc1cc(C)cc(C(O)c2ncc(-c3ccccc3C(F)(F)F)[nH]2)c1 (centres undefined)	-22%	1%	0%	-13%	-1.1	5%	nt	-4
COc1cc(-c2c(C#N)c(N)nc3c2CCCC3)cc(OC)c1OC	-2%	-8%	?	-5%	-4.9	-10%	-2%	1
Cc1cc(C)c(C(=O)COC(=O)Cn2nc(-c3ccccc3)oc2=O)cc1C	-7%	-14%	12%	-9%	-0.9	3%	-2%	-2
Cc1ccc(Cl)c(OCCCCN2CCC(C)CC2)c1	-4%	-2%	8%	-17%	-1.4	2%	nt	3
O=C(c1ccc(NS(=O)(=O)c2ccc(F)cc2)cc1)N1CCC1	2%	-6%	19%	9%	-1.8	1%	4%	8
CCc1ccc(CN2CCC(n3nccc3NC(=O)c3ccccc3OC)CC2)o1	-2%	1%	1%	-12%	-0.8	2%	nt	3
O=c1c2sccc2[nH]c(=S)n1-c1ccccc1	0%	-21%	-1%	-5%	-0.2	-13%	1%	10
O=C(Nc1ccon1)c1cccc(S(=O)(=O)N2CCCCCC2)c1	8%	1%	-2%	7%	-2.2	-8%	1%	-1
